PLCb3 inh – blocks human PLC-beta3 enzyme activity. Q01970. Purified PLC-beta3, fluorogenic substrate, fluorescence. inhibition, % at 12.2 µM. 0.18% of 370,000 active; in the data active = inhibition above about 11%;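 note: 0% = median of compound wells on plate and 100% = full blocker control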
ARFGAP1 inh – rat ARFGAP1 inhibition; Arfgap1-stimulated ARF1 GTP hydrolysis, GDP FP detection; inhibition, % at 16.5 µM; 0.26% of 360,000 active; AID 651572;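 active = inhibition above a per-plate limit, mean inhibition of low control wells plus 3 SD, cut at about 25% in these data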;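 note: 0% = DMSO wells with enzyme and 100% = wells lacking Arfgap1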
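Material: rat Arfgap1 GAP domain (His6, aa 1-136), purified enzyme. Also added: human ARF1(Δ1-17)-GTP substrate. Compound dosing: 16.5 µM single point, 1.26% DMSO. Timing: enzyme reaction 120 min at 25 °C after 20 min preincubation. Signal: GDP detection by fluorescence polarization. Read-out basis: percent inhibition of GAP-stimulated GDP formation, scaled between DMSO and no-Arfgap1 medians.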
DDE Tn7 FP inh – inhibitors of Tn7 peptide binding to human fibrin DD(E); P02675; FP displacement of FITC-Tn7 peptide from fibrin DD(E); 0% = median of compound wells per plate; inhibition, % at 8.3 µM; 0.13% of 370,000 active;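 active = inhibition above the mean of compounds falling within the control limits plus 3 SD of them, cut at about 14% in these data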;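 note: 0% = plate median of compound wells and 100% = 10 µM Aha-Tn7 peptide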
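Test system: human clot-derived fibrin DD(E) complex / Quantity: 2 µM final DD(E) protein / Incubation: 10 min plus 3 h, room temperature / Measured by: fluorescence polarization / Benchmarks: high control of 10 µM Aha-Tn7 peptide / Replicates: singlicate testing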
UHRF1 binding – blocks human UHRF1 binding to methylated DNA. Q96T88. UHRF1 binding to methylated oligo, TR-FRET. inhibition, % at 4.4 µM. 0.75% of 370,000 active; in the data active = inhibition above about 21%;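 note: UHRF1 SRA domain binding a hemimethylated CpG hairpin DNA probe; 0% = median of test compound wells and 100% = reference inhibitor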
PLC-gamma1 inh – inhibitors of human phospholipase C gamma1 | inhibition, % at 12.2 µM | 0.84% of 370,000 active | purified PLC-gamma1, fluorogenic substrate, fluorescence | P19174; in the data active = inhibition above about 9.5%
Target sequence (P19174 whole entry, looked up): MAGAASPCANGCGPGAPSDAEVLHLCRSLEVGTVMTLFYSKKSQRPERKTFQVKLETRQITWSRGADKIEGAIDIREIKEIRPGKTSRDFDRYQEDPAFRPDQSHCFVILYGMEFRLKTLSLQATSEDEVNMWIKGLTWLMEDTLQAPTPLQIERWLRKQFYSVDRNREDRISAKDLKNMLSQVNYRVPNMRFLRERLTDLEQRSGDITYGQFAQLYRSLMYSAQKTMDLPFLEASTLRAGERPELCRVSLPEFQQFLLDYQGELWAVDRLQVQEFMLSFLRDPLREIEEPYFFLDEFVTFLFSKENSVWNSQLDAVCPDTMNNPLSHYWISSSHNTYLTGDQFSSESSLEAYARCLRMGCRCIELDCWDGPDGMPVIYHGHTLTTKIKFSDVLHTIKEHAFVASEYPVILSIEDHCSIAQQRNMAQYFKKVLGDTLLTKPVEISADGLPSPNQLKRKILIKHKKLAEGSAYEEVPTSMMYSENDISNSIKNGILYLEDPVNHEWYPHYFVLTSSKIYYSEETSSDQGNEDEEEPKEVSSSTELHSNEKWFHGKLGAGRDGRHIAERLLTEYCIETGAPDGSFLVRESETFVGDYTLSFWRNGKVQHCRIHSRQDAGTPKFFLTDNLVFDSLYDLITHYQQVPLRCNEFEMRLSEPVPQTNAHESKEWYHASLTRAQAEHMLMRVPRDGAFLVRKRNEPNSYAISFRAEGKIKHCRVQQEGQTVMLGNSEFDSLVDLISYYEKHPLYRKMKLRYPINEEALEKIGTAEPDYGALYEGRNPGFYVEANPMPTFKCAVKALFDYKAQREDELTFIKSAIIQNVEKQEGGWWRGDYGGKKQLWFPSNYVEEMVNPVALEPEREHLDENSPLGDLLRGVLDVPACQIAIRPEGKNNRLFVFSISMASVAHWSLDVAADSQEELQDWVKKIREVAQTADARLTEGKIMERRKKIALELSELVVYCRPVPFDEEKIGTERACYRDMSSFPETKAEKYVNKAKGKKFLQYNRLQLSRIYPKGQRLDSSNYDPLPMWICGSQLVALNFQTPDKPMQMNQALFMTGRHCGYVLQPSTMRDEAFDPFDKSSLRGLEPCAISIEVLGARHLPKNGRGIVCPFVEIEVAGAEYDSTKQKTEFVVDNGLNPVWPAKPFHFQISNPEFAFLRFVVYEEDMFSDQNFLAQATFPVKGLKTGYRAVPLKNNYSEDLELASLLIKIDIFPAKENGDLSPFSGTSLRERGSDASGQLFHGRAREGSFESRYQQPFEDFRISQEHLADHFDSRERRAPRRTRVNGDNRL
ADAM17 inh – inhibits human ADAM17; inhibition, % at 6.95 µM; 0.83% of 370,000 active; AID 720648; P78536; recombinant ADAM17, EDANS/DABCYL FRET peptide cleavage;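 active = inhibition above the mean of compounds lying between control limits plus 3 SD, set per campaign, cut at about 8.5% in these data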;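 note: 0% = DMSO-only wells as the low control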
MBD2 inh – inhibitors of human MBD2 binding to methylated oligonucleotide; Q9UBB5; TR-FRET; inhibition, % at 4.4 µM; 0.31% of 370,000 active; AID 686964; in the data active = inhibition above about 13%
KLK7 zymogen act – activators of human kallikrein-7 zymogen | purified proKLK7, EDANS-DABCYL substrate fluorescence; 100% is mature enzyme control, 0% vehicle | activation, % at 7 µM | 0.9% of 370,000 active;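 active = activation above the mean of all tested compounds plus 3 SD, computed per campaign excluding outliers beyond control limits, cut at about 13% in these data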
ASAP1 GAP inh – ASAP1 ArfGAP inhibition; ASAP1-stimulated ARF1 GTP hydrolysis, GDP FP detection; inhibition, % at 16.5 µM; 0.19% of 360,000 active; AID 624377; in the data active = inhibition above about 25%;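 note: 0% = vehicle with enzyme and substrate and 100% = no enzyme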
Tn6 DDE FP – disrupts Tn6 cyclic peptide binding to fibrin D-Dimer-E complex; P02675; Fibrin DD(E) TRITC-Tn6 fluorescence polarization displacement; inhibition, % at 8.3 µM; 0.21% of 370,000 active; AID 720509;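 active = inhibition above a per-campaign cutoff: mean of compounds within control limits plus 3 SD, cut at about 15% in these data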;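 note: 0% = median of all compound wells on the plate and 100% = blocking peptide control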
The depositor's hits bear a star; i = inactive.

The line under a structure holds: PLCb3 inh, ARFGAP1 inh, DDE Tn7 FP inh, UHRF1 binding, PLC-gamma1 inh, ADAM17 inh, MBD2 inh, KLK7 zymogen act, ASAP1 GAP inh, Tn6 DDE FP
CC(Sc1nnc(CNC(=O)c2ccco2)n1C)C(=O)Nc1nccs1 (stereo unspecified)
→ -8, 1, -2, 3, 2, -5, 4, -0.4, 7, -5
O=C(COC(=O)/C=C/c1ccc(S(=O)(=O)N2CCOCC2)cc1)NCc1ccc2c(c1)OCO2
→ 4, 12, -6, 3, 2, 3, -6, 0.9, 17, -7
C#CCOc1c(Br)cc(/C=C2/C(=O)ON=C2C)cc1OC
→ -4, -1, -3, -2, 0, -1, 0, 0.7, -6, 1
Cc1ccc(Nc2nnc(C3C(=O)N(C)C4(C)CC3c3cc(Br)ccc3O4)s2)cc1 (stereo unspecified)
→ 0, -4, 0, 3, -1, 5, -1, -1.3, -9, 3
CCN(CC(=O)NCc1ccncc1)S(=O)(=O)c1ccc(OC)cc1
→ -1, 8, -5, 1, 1, 0, 3, -0.2, -11, -4
O=C(c1cccc([N+](=O)[O-])c1)c1ccc2c(c1)OCCOCCOCCOCCO2
→ -6, 4, -10, -1, 3, -2, -4, -0.4, -10, -3
Cc1ncc(CN2CCCC(C(=O)Nc3ccc(-c4cscn4)cc3)C2)cn1 (stereo unspecified)
→ -9, 3, 0, 1, 0, -5, 1, 0.3, -14, -3
Cc1ccc(/C=N/NC(=O)c2cccnc2)o1
→ 0, -8, 2, -1, 0, -1, 0, -0.6, 9, 6
O=C(COc1cccc(F)c1)Nc1ccc2[nH]c(=O)[nH]c2c1
→ -11, -10, 0, 1, -1, -4, -1, 0.8, -4, 2
N/C(=N/OC(=O)c1ccccc1Cl)c1nonc1N
→ 0, 3, -3, -4, 0, -1, -1, 0.5, -5, 1
Cc1cccc(C)c1NC(=O)N1CCC(C(=O)c2ccc(F)cc2)CC1
→ 5, -4, -7, 1, 9, 1, -1, -0.6, 11, 5
COc1ccc(S(=O)(=O)Oc2ccc3c(c2)O/C(=C\c2cccnc2)C3=O)cc1
→ -2, 1, 3, 1, -4, -5, 1, 0.6, -1, 10
c1ccc2c(c1)ncn2-c1ncnc2sc3c(c12)CCCC3
→ -21, -3, -11, 1, -19, -21, -1, 0.6, 1, 7
CCOC(=O)c1ccc(NC(=O)CN2C(=O)CN(C(C)=O)C2=S)cc1
→ -5, 1, 4, -4, 2, -4, -2, 0.7, -10, 1
O=C(O)C1=CCC=CC1C(=O)O (stereo unspecified)
→ -1, 5, 0, 39*, 7, -8, 17*, -0.6, -10, -4
Cc1ccc(C(=O)NNC(=O)c2ccc(NS(=O)(=O)c3cccs3)cc2)o1
→ -3, -12, 10, 0, -2, -2, -2, -0.2, -3, 3
CC(=O)Nc1cccc(OCCCNC(=O)c2cccc3ccccc23)c1
→ -6, 6, 0, 1, 1, -1, 1, -0.1, 0, 0
Cc1cc(Br)ccc1OCC(=O)N1CCCCCC1
→ -1, -2, 1, -1, -2, -6, -2, 0.1, 7, 5
O=C1/C(=C/c2ccccc2)SC(=S)N1CC(=O)N1CCCCC1c1cccnc1 (stereo unspecified)
→ -5, -2, -1, 0, 0, 4, -1, 0.5, -1, -3
COC(=O)c1ccc(CSc2nc(-c3ccco3)cc(C(F)(F)F)n2)o1
→ -9, 8, -9, 0, -8, -2, 2, 0.3, -10, -7
Cc1cc(C)cc(NC(=O)NC2CCN(CC(=O)Nc3cccc(Cl)c3C)CC2)c1
→ -6, -13, -2, -2, 1, -1, 0, 0.6, 2, 2
O=C(Cc1csc(-c2ccccc2)n1)NCc1ccccc1F
→ 6, 4, -6, 3, 6, 4, -1, -0.6, 8, 6
CC1CCCCC12NC(=O)N(CC(=O)Nc1cccc(S(=O)(=O)N3CCCCC3)c1)C2=O (stereo unspecified)
→ -7, 3, -8, 0, 1, -1, 3, 0.3, 0, -3
S=C(Nc1cccc(Cl)c1)N1CCN(c2ccccn2)CC1
→ -6, -4, -3, 1, 1, 1, -1, 0.4, -2, 7
O=C(CSc1nccn1-c1cccc(Cl)c1)NC1CCCC1
→ 1, 0, -1, 0, -2, -2, 0, 0.3, -6, 3
CC(C)(C)NS(=O)(=O)c1ccc(OCC(=O)NCc2ccco2)cc1
→ 1, 11, 7, 1, 1, -4, 1, -0.3, -10, 6
CN1CCN(Cc2nc3c(c(=O)[nH]c(=O)n3C)n2Cc2c(F)cccc2Cl)CC1
→ 4, 8, 3, 1, -1, 0, 5, -0.1, -4, 2
O=C(NCc1cccnc1)/C(=C/c1ccc(Cl)cc1)NC(=O)c1ccccc1
→ -15, -2, -6, -1, -5, 2, -3, 0.9, -1, 7
C[C@]12c3[nH]c4cc(-c5ccco5)ccc4c3CCN1C(=O)[C@@H](CC(=O)NCc1cccc(C(F)(F)F)c1)C[C@@H]2C(=O)N1CCOCC1
→ i, 16, -4, 0, -490, -125, -1, 16*, 8, 6
O=C(COC(=O)c1cccnc1)Nc1ccc(F)cc1
→ -1, -8, 5, -3, -4, -3, -4, 0.8, -10, 0
CCn1c2ccccc2c2cc(NC(=O)COC(=O)c3cc(S(=O)(=O)N4CCCCC4)ccc3Cl)ccc21
→ 0, 3, -8, -1, 4, 3, -7, -0.6, 0, 5
COc1ccc(S(=O)(=O)N2CCOCC2)cc1NC(=O)CSc1ccccc1
→ -6, 6, -6, 0, -9, 2, -2, -0.7, -2, 3
COc1ccc(/C=C(\NC(=O)c2ccc(C)cc2)C(=O)NCCCN2CCOCC2)cc1OC
→ -8, 10, 1, -2, -2, -1, -3, -0.4, -6, 11
COCCN1CCN(Cc2cn[nH]c2-c2cc3ccccc3o2)CC1
→ 0, -3, 3, -2, 0, -2, -2, -0.9, 2, 2
CCCN1C(=O)CC(c2ccco2)Sc2ccccc21 (stereo unspecified)
→ -6, 9, 0, -1, -2, -6, 11, -0.2, -17, -4
O=C(Nc1c2c(nn1-c1ccccc1)CS(=O)(=O)C2)c1ccccc1Br
→ -12, 19, 1, 0, -2, -2, 3, 0.0, 5, 5
CCCC(=O)Nc1ccc(Cl)c(NC(=O)c2ccco2)c1
→ 5, 6, 4, 2, 2, -2, 7, 0.5, 8, 1
COC(=O)COc1ccc(C(C2C(=O)CC(C)(C)CC2=O)C2C(=O)CC(C)(C)CC2=O)cc1
→ 1, 14, -6, 0, 0, 0, -3, 0.3, -5, -6
CCOc1ccc(S(=O)(=O)N(C)CC(=O)NC2CCCC2)cc1
→ -10, 6, -3, 0, 1, -5, -5, 0.2, 23, 0
CCCC(=NCc1ccccc1)C1=C(O)C(C(=O)OC)C(C)(C)CC1=O (stereo unspecified)
→ -1, -2, 12, -1, -4, -5, -5, -0.2, -15, 4
NC(=O)C1CCN(C(=O)/C(=C/c2ccco2)NC(=O)c2ccccc2)CC1
→ -17, 9, -4, -7, -7, -5, 3, 1.0, 10, -2
O=C1CCC([N+](=O)[O-])C(c2ccc(Cl)c([N+](=O)[O-])c2)N1 (stereo unspecified)
→ -2, 2, -7, 1, 0, -3, -2, 0.0, 3, -1
O=C(CN1C(=O)/C(=C/c2ccc(Cl)cc2)SC1=S)NC1C=CS(=O)(=O)C1 (stereo unspecified)
→ -3, 8, 2, 4, 6, 3, -4, -0.3, 7, 6
COc1ccc(C2C(C(=O)c3ccco3)=C(O)C(=O)N2CCc2ccccc2)cc1OC (stereo unspecified)
→ -6, 6, -5, -4, -6, -3, 3, 1.4, -3, -10
COc1cc(CNc2ccc3[nH]c(=O)[nH]c3c2)ccc1OCc1cccc(C)c1
→ -21, 17, 3, -5, -9, -15, 4, 0.5, -5, -5
CC(Sc1cccc[n+]1[O-])C(=O)Nc1ccc([N+](=O)[O-])cc1Cl (stereo unspecified)
→ -1, -4, -5, -2, 5, -1, 2, 0.1, 3, -1
Cc1nn(CCCC(=O)Nc2cccnc2Cl)c(C)c1[N+](=O)[O-]
→ 0, -2, 3, 0, 2, 0, -3, -0.3, 11, 0
Cc1cccc(C)c1NC(=O)C(c1ccnc2ccccc12)n1c(=O)c(-c2ccccc2)nc2ccccc21 (stereo unspecified)
→ -78, -8, 3, 1, -59, -53, 0, -9.9, -10, -2
COc1ccc2nc(N=Nc3ccc(O)c4ccccc34)sc2c1
→ -7, 3, -5, -2, -9, -5, -6, -0.5, 6, 6
CCN(CC)CCN1C(=O)C(=O)/C(=C(/O)c2ccc(OC)c(OC)c2)C1c1ccccn1 (stereo unspecified)
→ -13, 4, 1, 5, -10, -5, 10, 0.1, -2, -2
CC1OC(C)(C)OC1C1CNc2nc(NC(=O)C(C)(C)C)[nH]c(=O)c2N1C(=O)c1cccnc1 (stereo unspecified)
→ -1, 12, 6, 0, -1, -5, 7, -0.1, 0, 1
COc1cccc(C(=O)Nc2ccc3c(c2)C(=O)N(CC2CCCO2)C3=O)c1 (stereo unspecified)
→ -63, 9, 7, 3, -32, -11, -5, -0.8, 17, -6
COc1ccnc(Oc2ccccc2)c1C#N
→ 6, -7, 3, 0, -31, -1, -3, 0.0, 4, 0

Bioassay records (PubChem)
